High-throughput results from PubChem BioAssay.
IEC-6 tox: cytotoxicity in IEC-6 intestinal epithelial cells, primary screen, cytotoxicity control for KLF5 inhibitor project, cell-based, luminescence; IEC-6 cytotoxicity, luminescence viability; inhibition, % at 5 µM; actives 0.78% (n = 290,000); AID 1825, 2009; in the data active = inhibition above about 22%;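 note: 0% = plate median of test compound wells and 100% = cytotoxic reference compound wells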
HSF1 inhib: HSF1 inhibitors in luciferase reporter cells, primary screen, cell-based, NIH3T3, luminescence | NIH3T3-HGL HSE-luciferase, MG132-induced, luminescence 8 h; active compounds read low | activity change, negative = inhibition, % at 7.5 µM (by protocol) | actives 0.77% (n = 300,000) | AID 2098, 2009;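 active = more than half of replicate wells show activity change below -50%, luminescence cut by over half; inconclusive = some wells, but at most half, below -50%; inactive = no replicate well below -50%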;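 note: luciferase reports HSF-1 transcriptional activity via heat shock element; 0% = median of DMSO wells and -100% = zero luminescence signal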
HIF act: HIF pathway transcriptional activators, primary screen, cell-based, U2OS HRE-luciferase, luminescence; U2OS HRE-luciferase reporter; normalized: DMSO 0%, desferrioxamine 100%; activation, % at 7.5 µM (by protocol); actives 0.32% (n = 300,000);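 active = mean activation of at least 10% of the iron chelator positive control signal, with at least half of replicates also reaching 10%; inconclusive = mean and replicate majority disagree about reaching 10%; inactive = mean and most replicates under 10%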
HSP90 refold inh: HSP90 inhibitors, primary screen, cell lysate, luminescence | Heat shock protein HSP 90 (rabbit reticulocyte lysate; luciferase refolding) | Rabbit reticulocyte lysate, luciferase refolding luminescence, 3 h | inhibition, % at 5.6 µM | actives 0.91% (n = 290,000) | AID 1789, 2009;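 active = inhibition above the screen-wide mean plus 3 SD, computed separately per campaign, cut at about 16% in these data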;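 note: 0% = DMSO wells and 100% = 60 µM geldanamycin wells; inhibitors lower the luminescence because luciferase stays unfolded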
KLF5 inh: KLF5 expression inhibitors, primary screen, DLD-1 cells, luminescence; DLD-1 KLF5 promoter-luciferase reporter; inhibition, % at 5 µM; actives 0.23% (n = 290,000);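 active = inhibition above a per-plate limit of that plate's mean compound inhibition plus 3 SD, cut at about 60% in these data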;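 note: 0% = DMSO wells and 100% = LY294002 at 200 µM; higher means less KLF5 promoter-driven luciferase light; inactives centre near -14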
aSyn 5UTR inh: MLPCN primary screen, SNCA 5' untranslated region. inhibition, % (tested at 7.5 µM). actives 0.82% (n = 300,000). AID 1813, 2009. alpha-synuclein 5'UTR reporter, inhibitor activity; in the data active = inhibition above about 60%; inconclusive = no clear call, values can overlap the other calls;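 note: H4 neuroglioblastoma cells stably carrying SNCA 5'UTR luciferase fusion; 0% = DMSO wells and 100% = positive control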
HDAC3 inhib: HDAC3 deacetylase inhibitors, primary screen, biochemical, fluorescence, cell-free homogeneous; Histone deacetylase 3 (Homo sapiens), O15379; recombinant HDAC3, fluorogenic peptide/trypsin coupled; inhibition, % at 8.3 µM; actives 0.15% (n = 320,000); AID 2718, 2010; in the data active = inhibition above about 26%, passing the limit was not always enough; inconclusive = no clear call, values can overlap the other calls
Target sequence (O15379 whole entry, looked up): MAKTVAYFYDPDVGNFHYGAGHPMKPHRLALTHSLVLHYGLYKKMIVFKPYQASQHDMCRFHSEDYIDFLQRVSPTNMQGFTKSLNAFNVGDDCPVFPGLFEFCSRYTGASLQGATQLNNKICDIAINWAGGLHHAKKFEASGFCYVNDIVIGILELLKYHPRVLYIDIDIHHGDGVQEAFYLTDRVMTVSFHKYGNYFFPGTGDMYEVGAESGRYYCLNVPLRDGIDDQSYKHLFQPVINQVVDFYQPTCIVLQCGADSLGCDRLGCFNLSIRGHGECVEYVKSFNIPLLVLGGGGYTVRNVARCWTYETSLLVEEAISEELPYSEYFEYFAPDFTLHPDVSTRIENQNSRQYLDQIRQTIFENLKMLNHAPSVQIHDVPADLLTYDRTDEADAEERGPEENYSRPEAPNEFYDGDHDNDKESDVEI
HSF1 activator: HSF-1 activators, primary screen, NIH3T3-HGL cells, MG132 stress, luminescence, single point | NIH3T3-HGL HSF-1 luciferase reporter, 8 h; 100% = twice DMSO control signal | activation, % at 9 µM | actives 1.7% (n = 300,000) | AID 504408, 2011;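 active = mean replicate activation of at least 50% with a set share of replicates each reaching 50%; inconclusive = only one of those two conditions met; inactive = mean below 50% and too few replicates reaching it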;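 note: 0% = median of the neutral control wells and 100% = twice that signal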
Platelet DG rel: inhibitors of platelet dense granule secretion, primary screen, cell-based, MLPCN, human platelets | human platelet-rich plasma, SFLLRN dense granule ATP release, luminescence | AID 1663, 2009 | actives 0.22% (n = 300,000) | inhibition, %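 (compounds screened at 7.5 µM in platelet-rich plasma)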;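 active = mean replicate score, as percent of positive control, at or above 50; inconclusive = mean below 50 but at least one replicate at or above 50; inactive = mean and every replicate below 50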
AI-2 QS mod: Vibrio harveyi AI-2 quorum sensing modulators, primary screen, JMH597 strain, luminescence/OD600 ratio | actives 0.4% (n = 300,000) | activity change, % at 7.5 µM | AID 2094, 2009 | Vibrio harveyi JMH597 AI-2 luminescence/OD600 ratio, 9 h; active compounds read low; strain lacks LuxN and CqsS sensors; 0 = neutral-control median; in the data active = activity change below about -75%, passing the limit was not always enough; inconclusive = no clear call, values can overlap the other calls;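 note: luminescence divided by OD600 gain over 9 h not by final OD600 alone; inactives centre near 13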
The depositor's hits bear a star; u = inconclusive; x = no result given.

SMILES,aSyn 5UTR inh,IEC-6 tox,HDAC3 inhib,HSF1 inhib,Platelet DG rel,AI-2 QS mod,KLF5 inh,HIF act,HSF1 activator,HSP90 refold inh
O=C1CC(c2c[nH]c3ccccc23)C(=O)N1 (stereo not drawn),13,0,4,-8,1,17,-31,-0.2,-8,1
Cc1ccc(C(=O)Nc2ccccc2-c2ccccc2)o1,12,-9,-6,0,-3,16,-31,-0.1,6,0
O=C(CCc1nc2ccccc2c(=O)[nH]1)N1CCN(S(=O)(=O)c2ccc(Cl)c(C(F)(F)F)c2)CC1,11,x,1,-5,-2,15,x,0.1,-2,x
Cc1cc(NC(=O)c2cc(-c3ccccc3)on2)no1,11,6,8,13,-8,13,-2,0.4,3,-6
CCOc1ccccc1N1CCN(Cc2ccc(OC)c(OC)c2)CC1,x,4,1,x,x,x,-14,x,x,1
C/C(=N\NC(=O)c1cc(C)nc2ccccc12)c1ccc([N+](=O)[O-])cc1,38,0,13,13,0,8,-29,0.1,21,-6
COc1ccc(Nc2cc(C(=O)NCCCN3CCN(C)CC3)c3ccccc3n2)c(OC)c1,7,3,3,-25,9,7,-15,-1.1,-40,-2
C=CCN(CC(=O)NCc1ccc(OC)cc1)C(=O)c1csnn1,-11,-2,-5,2,-4,8,4,0.3,29,3
O=C(/C=C/c1cccs1)NCc1ccc2c(c1)OCO2,-39,3,x,14,8,-90*,-99,1.8,20,4
O=C(O)CC1(CC(=O)Nc2cc(F)ccc2Cl)CCCCC1,6,1,4,3,-3,19,-1,-0.4,-8,7
N#C/C(Cn1c[n+](NC(=O)Nc2ccccc2)cn1)=N/O,2,2,3,11,3,16,-33,0.2,u,3
CN(c1ccccc1)S(=O)(=O)c1cccc(C(=O)Nc2nccs2)c1,4,-5,-1,15,-2,13,-38,2.5,40,-7
COc1ccc(NS(=O)(=O)c2cccc(NC(=O)CCS(=O)(=O)c3ccccc3)c2)cc1,-14,5,3,-5,13,-2,13,0.2,-5,0
COc1ccc(/C(O)=C2/C(=O)C(=O)N(CCN3CCNCC3)C2c2cccc([N+](=O)[O-])c2)cc1 (stereo not drawn),2,-9,2,-6,-8,8,-17,-1.4,-6,4
C=CCOc1ccc(C2/C(=C(/O)c3ccc4c(c3)CC(C)O4)C(=O)C(=O)N2CCCN2CCOCC2)cc1 (stereo not drawn),-3,6,12,-2,-3,11,-29,-0.2,-12,3
CN(CC1CCCO1)S(=O)(=O)c1ccc(C(=O)Nc2nc3cc4c(cc3s2)OCO4)cc1 (stereo not drawn),-10,1,1,-14,3,-3,-20,1.0,3,-1
Nc1nc(CC(=O)CSc2ccc(Cl)cc2)nc(Nc2ccc(F)cc2)n1,38,1,-7,4,-1,8,-23,-0.5,23,-1
COc1ccc(-c2nc3scc(-c4ccc(OC)c(OC)c4)c3c(=O)o2)cc1,-11,3,1,5,-4,-1,6,-0.2,20,0
COc1ccccc1Cc1nc(-c2cccnc2)no1,-18,2,1,-4,-2,25,-24,0.4,1,8
Cc1cc(C(=O)CSc2nnnn2-c2ccc(O)cc2)c(C)n1C,-23,6,-2,2,-3,50,0,0.0,17,-2
COCCn1c(C)cc(C(=O)CSc2ccc3ccccc3n2)c1C,-141,4,6,26,0,5,-17,1.8,29,-3
O=c1cc(CN2CCN(c3ccccc3O)CC2)nc2sccn12,-26,7,-8,8,72*,35,9,-0.1,41,6
CC1CN(c2cc(=O)n(Cc3ccc(F)cc3)c(=O)[nH]2)CC(C)O1 (stereo not drawn),-10,1,8,2,-5,-2,-31,-0.1,5,-1
CCN(CC)CCNC(=S)N1CCn2c(nc3ccccc32)C1,21,7,0,-1,2,1,0,0.2,-18,2
CC(C)CCSc1nnc(N)s1,-2,-6,3,-6,12,6,-9,-0.5,0,-2
Cc1cccc(-c2noc(-c3ccc(Cl)cc3[N+](=O)[O-])n2)c1,-151,-9,7,9,15,24,-117,1.5,38,2
CCOC(=O)c1ccc(S(=O)(=O)Nc2cc(C(=O)O)ccc2Cl)cc1,-11,-3,8,13,-4,12,-17,0.2,-3,-1
CCC(C)NC(=O)NC(=O)CSc1nnc(-c2ccccc2F)n1C1CC1 (stereo not drawn),-7,-6,2,3,0,26,-11,-0.6,4,-5
Cc1n[nH]c(=O)c2c(NC(=O)CSc3c(Cl)cccc3Cl)oc(C)c12,6,x,11,-5,-4,30,x,0.1,-5,x
Cc1c(NS(=O)(=O)c2ccc(N=NN(C)C)cc2)c(=O)n(-c2ccccc2)n1C,9,5,3,2,3,10,-11,-1.2,3,3
COc1ccc(CNCC(O)(c2ccccc2)c2ccc(Cl)cc2)cc1 (stereo not drawn),3,6,-2,-5,-1,15,28,0.3,33,-1
Cc1cccc(C)c1NC(=S)N1CCCCCC1,-15,-12,-3,-2,-4,8,-28,-0.1,9,-2
O=C(O)c1ccc(N/N=C/C=C/c2ccccc2)cc1,-125,13,4,12,25,-84*,-99,0.5,8,7
Cn1cc2cc([N+](=O)[O-])ccc2n1,-10,1,1,-9,2,4,-21,-0.6,-17,6
CNc1c(NS(=O)(=O)c2cc(Cl)ccc2OC)c(=O)oc2ccccc12,20,6,7,1,3,-2,19,-2.7,-8,1
Cc1cc(C(=O)CSc2nnnn2-c2ccc(O)cc2)c(C)n1Cc1ccc2c(c1)OCO2,-5,-6,-1,10,-1,36,-9,0.0,17,0
Cc1cnc(C(=O)OCC(=O)Nc2oc(-c3ccccc3)c(-c3ccccc3)c2C#N)cn1,12,7,-1,0,-3,19,15,-1.2,14,2
CCOc1cc(Cl)c(S(=O)(=O)NCc2ccccn2)cc1Cl,3,8,2,-1,3,3,-3,0.1,6,8
CSCCC(NS(=O)(=O)c1cccs1)C(=O)NCc1cccs1 (stereo not drawn),3,-2,-1,-2,5,12,6,0.0,4,0
Cc1ccccc1C1=NC(c2ccc(F)cc2F)ON1 (stereo not drawn),-90,-3,-1,23,5,10,-17,2.5,20,-3
CC1=N/C(=C\c2ccccc2Cl)C(=O)O1,-3,x,1,-1,15,3,x,-0.5,6,x
CCOc1ccc(S(=O)(=O)N(C)CC(=O)NCc2ccccn2)cc1,18,2,3,1,-7,31,-18,0.5,-7,0
O=C(N/N=C/c1cccnc1)c1cc2ccccc2cc1O,-40,4,0,33,22,6,-52,0.0,u,6
COc1ccc(N2C(=O)CCC(C(=O)N3CCC(C(N)=O)CC3)C2c2ccc(F)cc2)cc1 (stereo not drawn),-6,3,6,-9,-1,23,-13,-0.2,-6,4
Fc1ccc(Cn2cccc2C2=NC(c3ccccc3)CO2)cc1 (stereo not drawn),-88,-6,0,-2,-1,10,-16,1.1,-11,-2
NS(=O)(=O)c1cccc(NC(=O)CCSc2ccc(Cl)cc2)c1,-11,-7,1,9,8,26,-31,-0.3,22,0
CCNc1nc(SCCOc2ccc(C)cc2)nc(N(C)C)n1,29,-2,-3,-3,-12,3,-15,1.9,7,1
COc1cc(N)ccc1NC(=O)c1cccs1,-34,1,6,6,x,23,-27,-0.1,23,0
O=C(O)CSc1nc2ccccc2n1-c1ccccc1,12,1,2,-5,5,9,-18,-0.8,2,1
Cc1cc(S(=O)(=O)Nc2ccc(C(=O)N3CCN(c4ccccc4O)CC3)cc2)ccc1F,9,-8,1,1,4,1,-18,-0.6,13,-6
Cc1sc2ncnc(SCC(=O)NNC(=O)c3ccco3)c2c1C,-8,0,0,0,3,26,-1,0.0,3,0
C/C(=N\OC(=O)c1ccc(F)cc1)c1nccs1,8,-1,7,-10,1,25,-13,-0.2,-4,3
COc1ccccc1NS(=O)(=O)c1c(C)nc2sccn2c1=O,16,0,13,-6,4,2,-39,-0.2,-5,0
Cc1cc(SCC(=O)NCC2CCCO2)nc2ccccc12 (stereo not drawn),14,-2,0,1,6,3,-21,0.2,5,-3
O=C(CSCC(=O)N1CCCCC1)Nc1nc(-c2ccccc2)c(-c2ccccc2)s1,x,-4,11,x,x,x,-28,x,x,1
COc1ccc(/C(C)=N/OC/C(O)=C(\C#N)c2nc3ccccc3[nH]2)c(OC)c1,8,-7,8,0,1,19,-26,-0.1,16,0
O=C(Nn1cc(C(=O)Nc2ccccc2F)c2ccccc2c1=O)c1cnccn1,19,52*,1,-3,-4,56,27,-1.0,2,2
CN(C)CC#CCOC(c1ccccc1)c1ccccc1,13,-1,x,3,5,29,-11,0.0,-2,4
COc1ccccc1C1CC(c2ccccc2)=NN1C(=S)Nc1ccccc1 (stereo not drawn),28,10,1,14,-2,24,-11,0.7,43,5
O=C(O)C1CCCN1c1nc(C(F)(F)F)nc2ccccc12 (stereo not drawn),1,-2,3,-7,-2,1,-23,0.0,1,2

More compounds follow.
SMILES,aSyn 5UTR inh,IEC-6 tox,HDAC3 inhib,HSF1 inhib,Platelet DG rel,AI-2 QS mod,KLF5 inh,HIF act,HSF1 activator,HSP90 refold inh
CCN(CC)CCOC(=O)c1ccc(NC(=S)NC(=O)/C=C/c2ccco2)cc1,-4,x,5,-2,1,7,x,0.4,7,x
Cc1cc(/C=C(\C#N)C(=O)OCC(=O)Nc2ccc(OC(F)F)cc2)c(C)n1CC(C)C,-24,-5,-2,2,7,4,10,0.2,28,-5
O=[N+]([O-])c1ccccc1S(=O)(=O)Nc1cccc(-c2ccc(N3CCOCC3)nn2)c1,-54,x,x,6,9,9,x,0.7,22,x
COc1ccc(Cl)cc1NC(=O)Cn1nc(-c2ccc(C)cc2)n(C)c1=S,-24,-2,-4,4,11,7,-14,0.7,-6,18*
C/C(=N\NC(=O)CC(C)C)c1ccc(Cl)c(Cl)c1,-10,0,-3,-6,x,3,13,-0.2,2,1
CC[C@@H](C)CN1C(=O)N[C@@H](CCc2ccccc2)C(C(C)=O)=C1C,13,x,-3,7,-4,18,x,1.4,-4,x
Cc1cc(C)nc(/N=C(\N)Nc2ccc(CC(=O)OC(C)C)cc2)n1,-22,7,13,-7,2,21,6,0.7,-4,1
Cc1ccc(S(=O)(=O)Nc2ccc3c(c2)C(=O)NC3=O)cc1[N+](=O)[O-],17,1,-11,-5,-2,27,8,-0.7,-13,3
O=C(Cc1ccc(F)cc1)N1CCOCC1,7,-8,0,-2,0,11,-29,-1.0,9,1
CC(C)CNC(=O)c1ccccc1-c1ccccc1C(=O)O,12,0,-6,5,-3,2,-14,0.0,21,-2
COc1ccc(NC(=S)NC(NC(=O)c2cccc(C)c2)C(Cl)(Cl)Cl)c([N+](=O)[O-])c1 (stereo not drawn),x,3,8,x,x,x,-19,x,x,0
